Screens (PubChem BioAssay)
TRHR PAM: TRH receptor (human) allosteric enhancement. TRHR cells, fluo-8 calcium fluorescence, EC20 TRH enhancement. enhancement, % at 2 µM. 360,000 tested, 0.66% active; in the data active means enhancement above about 30%; further: 0% is about no effect
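TRHR-expressing cells loaded with fluo-8 calcium dye were read kinetically (ex 480/em 530) during compound addition, then stimulated with an EC20 of TRH (10 nM final). Enhancement of the Gq-mediated intracellular calcium response was scored.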
D1 agonist: human D1 receptor agonism. P21728. HEK293 T-REx D1 cells, calcium flux, agonist mode. activation, % at 2 µM. 360,000 tested, 1% active. AID 504660; in the data active means activation above about 30%; further: 0% is about no effect
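Inducible HEK293 T-REx D1 cells, force-coupled to calcium signalling, were plated at 4000 cells/well with tetracycline and held overnight at 30 C. After no-wash calcium dye loading, compound-evoked calcium rise over 180 s flagged agonists.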
D2 potentiator: positive allosteric modulators of human D2 dopamine receptor; P14416; HEK293 T-REx D2, calcium flux, EC20 dopamine potentiation; potentiation, % at 10 µM; 340,000 tested, 0.34% active;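 active means potentiation over 3 SD above the plate norm, cut at about 30% in these data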; further: 0% is about no effect
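Tetracycline-induced HEK293 T-REx cells force-coupled to calcium signalling expressed D2; compounds were pin-added after a 10 s baseline, read kinetically 180 s, then an EC20 dopamine challenge followed with a further 180 s calcium read.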
RXFP1 antagonist: antagonists of human relaxin receptor RXFP1; activity change, negative = inhibition, % at 57.5 µM; HEK293-RXFP1, relaxin-stimulated cAMP HTRF, 30 min; stronger effect = lower value; 350,000 tested, 0.59% active;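 active means activity change of -60% or lower, but not beyond a set lower limit; inconclusive means change between -60% and -40%, or beyond the set limit; inactive means change above -40%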; further: on the % scale 0 is the no-effect control and ±100 the full control effect
Target sequence (Q9HBX9 whole entry, looked up): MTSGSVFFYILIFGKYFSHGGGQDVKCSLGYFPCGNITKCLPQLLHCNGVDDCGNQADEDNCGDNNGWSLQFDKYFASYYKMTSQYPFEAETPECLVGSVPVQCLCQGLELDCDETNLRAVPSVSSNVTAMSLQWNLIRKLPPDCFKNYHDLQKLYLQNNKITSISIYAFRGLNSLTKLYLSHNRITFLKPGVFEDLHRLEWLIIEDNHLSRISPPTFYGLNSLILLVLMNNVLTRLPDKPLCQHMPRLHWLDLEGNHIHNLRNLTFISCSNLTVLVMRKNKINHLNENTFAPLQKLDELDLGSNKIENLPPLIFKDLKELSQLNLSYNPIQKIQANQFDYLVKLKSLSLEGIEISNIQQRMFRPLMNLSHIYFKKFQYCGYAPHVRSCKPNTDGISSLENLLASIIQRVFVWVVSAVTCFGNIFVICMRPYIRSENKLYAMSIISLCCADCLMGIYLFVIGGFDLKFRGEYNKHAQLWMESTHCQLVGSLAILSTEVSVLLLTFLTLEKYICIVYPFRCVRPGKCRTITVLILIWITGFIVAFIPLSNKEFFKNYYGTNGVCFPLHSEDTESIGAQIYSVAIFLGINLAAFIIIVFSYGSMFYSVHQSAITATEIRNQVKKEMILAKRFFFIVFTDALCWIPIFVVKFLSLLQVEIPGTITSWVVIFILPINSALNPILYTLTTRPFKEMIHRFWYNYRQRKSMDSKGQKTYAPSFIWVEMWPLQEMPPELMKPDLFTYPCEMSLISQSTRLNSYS
D1 antagonist: human D1 dopamine receptor antagonism; HEK293 TREx D1 cells, calcium flux, dopamine EC80; stronger effect = lower value; 360,000 tested, 3.2% active; P21728; activity change, negative = inhibition, % at 10 µM; in the data active means activity change below about -30%; further: on the % scale 0 is the no-effect control and ±100 the full control effect
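After overnight tetracycline induction at 30 C, force-coupled D1 HEK293 cells took up a no-wash calcium dye at room temperature. Compounds were added and monitored 180 s, and the response to EC80 dopamine was then recorded.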
RXFP1 ag: agonists of human relaxin receptor RXFP1; HEK293T-RXFP1 cAMP TR-FRET, 30 min; response scale: percent of porcine relaxin response, buffer zero; 370,000 tested, 0.3% active; AID 2676; Q9HBX9; Potency, µM (titrated, usually from 57.5 µM), for the others: top-dose activation, hits mostly activators; further: potency means the concentration at half of the fitted maximal effect; on the % scale 0 is the no-effect control and ±100 the full control effect; nearly all actives have a fitted effect of over 60% in size; many of its hits are not listed in these tables
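Agonist response is measured as cAMP accumulation in an RXFP1-transfected HEK293T line under PDE4 inhibition. Values are scaled between buffer-only and 29 nM porcine relaxin, and EC50s come from standard Hill equation fits.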
D1 potentiator: human D1 dopamine receptor positive modulation. HEK293 TREx D1 cells, calcium flux, dopamine EC20 potentiation. potentiation, % at 10 µM. 360,000 tested, 0.036% active. AID 504651; in the data active means potentiation above about 30%; further: 0% is about no effect
Apoferritin bind: candidate novel general anesthetic via apoferritin binding; AID 485281; 350,000 tested, 0.074% active; Potency, µM (top dose mostly 77.5 µM), inactives show at the highest dose activity change, negative = displacement, most hits filed as inhibitors; P02791; apoferritin/1-aminoanthracene competitive binding, fluorescence; further: potency means the concentration at half of the fitted maximal effect; on the % scale 0 is the no-effect control and ±100 the full control effect; nearly all actives have a fitted effect of over 20% in size
Target sequence (P02791 2-175 limits assumed): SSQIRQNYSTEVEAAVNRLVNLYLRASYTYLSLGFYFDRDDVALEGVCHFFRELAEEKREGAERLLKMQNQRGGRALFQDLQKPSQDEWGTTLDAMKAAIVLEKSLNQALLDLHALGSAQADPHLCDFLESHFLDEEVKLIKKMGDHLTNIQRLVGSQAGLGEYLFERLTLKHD
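Apoferritin-based anesthetic binding model; compound displacement of fluorescent 1-AMA measured as endpoint fluorescence after 10 minutes at room temperature, scaled to free-ligand and complex controls.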
TRHR agonist: agonists of human TRH receptor; activation, % at 2 µM; 360,000 tested, 0.18% active; TRHR cells, calcium flux fluo-8, FDSS agonist mode; in the data active means activation above about 30%; further: 0% is about no effect
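In this calcium-flux screen, cells bearing human TRHR are dye-loaded with fluo-8, baselined for 10 cycles, then exposed to library compounds; positive kinetic calcium responses during the agonist phase mark hits, with TRH as control.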
* = called active by the depositor; u = inconclusive; x = not tested or not shown; & = joins results of further samples; [ ] = remark or other dose. Unless noted, the call rests on the fitted dose curve; in most records, active means well fitted curve in the direction sought with a large enough effect; inconclusive means small, poorly fitted or top-dose-only effect, or another doubt; inactive means no such curve, though single readings can be large; an effect the other way counts as inactive or inconclusive. Not all compounds are listed. The share of hits here may be higher or lower than overall.

No.	TRHR PAM	D1 agonist	D2 potentiator	smiles	RXFP1 antagonist	D1 antagonist	RXFP1 ag	D1 potentiator	Apoferritin bind	TRHR agonist
1	4	2	5	O=[N+]([O-])c1ccc(N2CCOCC2)cc1NCc1ccccc1	-5	-2	1.5%	-8	-15%	-0.4
2	0	6	-2	CC1(c2ccc3ccccc3c2)NC(=O)N(CC(=O)N2CCN(Cc3ccc(C#N)cc3)CC2)C1=O (stereo not given)	-4	6	-1.3%	0	x	-0.1
3	-2	9	12	O=C(Nc1ccccc1)C1CCN(S(=O)(=O)c2ccc3[nH]c4c(c3c2)CCCCC4)CC1	-18	-12	-2.1%	-2	13%	0.4
4	-2	3	-1	Cc1cc(NC(=O)c2ccc(F)cc2)ccc1-c1cc2ccccc2oc1=O	-5	-14	26%	-2	-2%	-0.1
5	-5	5	11	COc1cc(CN(C(=O)c2ccc(OC(C)C)cc2)c2ccccn2)cc(OC)c1OC	x	-11	-3.5%	0	1%	-0.4
6	1	1	-3	S=C1NCN(Cc2ccco2)CN1CCc1ccccc1	-1	-6	0.9%	8	-2%	-0.4
7	6	1	3	COc1ccc(O)c(C2NC(CC(C)C)(C(=O)O)C3C(=O)N(Cc4ccccc4)C(=O)C23)c1 (stereo not given)	-9	5	1.2%	2	0%	0.9
8	27	3	9	CCc1ccccc1N1C(=O)N(Cc2ccccc2C)c2ccccc2S1(=O)=O	x	1	0.8%	-2	-3%	0.0
9	-2	1	1	O=C(C[n+]1cccc(O)c1)NCc1ccc(Cl)cc1	-2	-12	-1.5%	-2	0%	0.6
10	-2	2	-7	COc1ccccc1/C=N/NC(=O)c1cccc(NC(=O)c2ccccc2Cl)c1	-18	-26	-0.2%	-2	-17%	1.2
11	-1	1	8	O=C(NCc1cccs1)c1cccc(S(=O)(=O)N2CCCCC2)c1	-10	-7	-0.2%	-6	-18%	-1.1
12	3	4	7	O=C1c2ccccc2C(=O)N1Cc1cnc(N2CCN(c3ccccc3)CC2)s1	11	-4	0.8%	4	-14%	-0.3
13	-2	6	-8	O=C(Nc1ccccc1F)c1ccc(CSc2ccccc2)o1	-8	-22	0.5%	-2	-15%	-0.1
14	-2	7	5	Cc1cc(OCc2nc(-c3cccs3)no2)cc(C)c1Cl	x	-2	-1.8%	2	-7%	1.3
15	3	-1	9	Nc1nn(-c2ccccc2)c(N)c1N=Nc1cccc(F)c1	-5	-13	0.1%	-4	-19%	-0.1
16	2	1	-13	Cc1ccc(NC(=O)CSC2=C(C#N)C(c3ccc4c(c3)OCO4)CC(=O)N2)cc1C (stereo not given)	-11	-17	0.0%	-9	-15%	-1.4
17	1	2	-5	O=C(c1ccccc1F)N1c2ncnn2C2(CCCCC2)[C@@H]2CCCC[C@@H]21	-8	2	1.3%	0	-18%	-0.5
18	-10	12	-13	COCc1cc(C)[nH]c(=O)c1C(=O)NC12CC3CC(CC(C3)C1)C2	4	-8	-1.0%	-2	-15%	-0.5
19	-1&-9	-4&1	4&8	CCS(=O)(=O)NCC(c1ccco1)N1CCN(c2ccccc2)CC1 (stereo not given)	-9	11	0.8%&-2.5%	-4&11	4%&7%	0.2&-0.2
20	12	3	10	Cc1cc(C#N)c(SCC(N)=O)nc1-c1ccc(F)cc1	21	-14	8.1%	-7	-13%	1.1
21	-2	1	x	O=c1c2cc(N3CCOCC3)ccc2[nH]c(=S)n1Cc1ccccc1Cl	u	18	21%	-3	-10%	-0.3
22	-12	2	9	CCN(CC)CCNc1nc(-c2ccco2)c2c(c1C#N)CC(C)(C)OC2	-6	5	2.9%	-2	4%	-0.1
23	-3	2	-4	O=C(Nc1ccccc1N1CCCC1)C1CC(=O)N(Cc2ccccc2)C1 (stereo not given)	-12	26	2.1%	1	x	1.0
24	2	12	-1	CCCNC(=O)c1c(Cl)cnn1-c1ccc(C)cc1	6	-15	-2.6%	-3	-15%	-0.7
25	3	-1	1	Cc1ccccc1/C=C/C(=O)c1ccc([N+](=O)[O-])o1	x	-6	1.4%	-8	x	-0.3
26	4	0	-2	CCOC(=O)CSc1nc(N)c(C#N)c(-c2ccc(OC)cc2)c1C#N	13	-7	u	-3	-17%	0.4
27	-3	3	16	COc1cc2nc(CC(C)C)n(NC(=O)c3ccccc3)c(=O)c2cc1OC	-5	1	2.2%	2	-1%	-0.5
28	-8	0	1	S=c1[nH]nc(-c2ccccn2)n1/N=C/c1ccc(-c2ccccc2Cl)o1	-16	14	1.0%	1	u	-0.4
29	0	32*	-2	Cc1c(/C=C(\C#N)C(=O)Nc2cccc(Cl)c2)c2ccccc2n1Cc1ccccc1	3	6	-0.7%	-1	66%[activator]	7.6
30	-7	1	-4	COc1ccc(S(=O)(=O)NC(CC(=O)NCCc2ccc(OC)c(OC)c2)c2ccco2)cc1 (stereo not given)	3	6	1.0%	-6	-2%	0.1
31	12	8	-1	Cc1ccc(NC(=O)CCN2C(=O)NC3(CCCC3)C2=O)cc1S(=O)(=O)N1CCOCC1	-1	-92*	-0.8%	-6	x	-0.2
32	-12	1	21	CCc1ccccc1N(CC(=O)Nc1cccnc1)S(=O)(=O)c1ccccc1	-2	-20	1.0%	-6	-15%	0.2
33	6	2	-6	Cc1cc(C)nc(-n2nc(C)cc2NC(=O)c2cc(=O)c3ccccc3o2)n1	x	2	-1.2%	3	-10%	-0.4
34	36*	4	0	NC(=O)c1ccc(C(=O)N/N=C/c2cccc(Oc3ccccc3)c2)cc1	-7	22	1.0%	3	0%	1.0
35	0	5	9	Cc1nc(SCc2cccc(Oc3ccccc3)c2)n[nH]1	8	-6	0.1%	-7	u	-0.2
36	2	1	x	CCN(CC)S(=O)(=O)c1cc(OC)c(C)cc1C	7	-7	-3.4%	8	u	1.0
37	-3	3	3	CC(=O)NC1=C(N(C)C2CCS(=O)(=O)C2)C(=O)c2ccccc2C1=O (stereo not given)	13	7	1.7%	3	-10%	0.5
38	7	0	-2	CCc1nc(N2CCN(S(C)(=O)=O)CC2)c2c3c(sc2n1)CCCC3	-5	13	0.2%	-1	-14%	1.1
39	3	4	14	CCOC(=O)c1ccc2c(c1)n(CCO)c(C)[n+]2CC	2	-19	0.4%	-3	-7%	1.0
40	4	4	-9	C#CC(C)(C)NC(=O)c1cnc(-c2ccccc2)nc1-c1ccccc1	-1	3	0.7%	-1	-7%	-0.2

11 structures already listed, ordered by count of non-hydrogen atoms, low to high:
No.	TRHR PAM	D1 agonist	D2 potentiator	smiles	RXFP1 antagonist	D1 antagonist	RXFP1 ag	D1 potentiator	Apoferritin bind	TRHR agonist
36	2	1	x	CCN(CC)S(=O)(=O)c1cc(OC)c(C)cc1C	7	-7	-3.4%	8	u	1.0
25	3	-1	1	Cc1ccccc1/C=C/C(=O)c1ccc([N+](=O)[O-])o1	x	-6	1.4%	-8	x	-0.3
39	3	4	14	CCOC(=O)c1ccc2c(c1)n(CCO)c(C)[n+]2CC	2	-19	0.4%	-3	-7%	1.0
35	0	5	9	Cc1nc(SCc2cccc(Oc3ccccc3)c2)n[nH]1	8	-6	0.1%	-7	u	-0.2
38	7	0	-2	CCc1nc(N2CCN(S(C)(=O)=O)CC2)c2c3c(sc2n1)CCCC3	-5	13	0.2%	-1	-14%	1.1
26	4	0	-2	CCOC(=O)CSc1nc(N)c(C#N)c(-c2ccc(OC)cc2)c1C#N	13	-7	u	-3	-17%	0.4
34	36*	4	0	NC(=O)c1ccc(C(=O)N/N=C/c2cccc(Oc3ccccc3)c2)cc1	-7	22	1.0%	3	0%	1.0
33	6	2	-6	Cc1cc(C)nc(-n2nc(C)cc2NC(=O)c2cc(=O)c3ccccc3o2)n1	x	2	-1.2%	3	-10%	-0.4
29	0	32*	-2	Cc1c(/C=C(\C#N)C(=O)Nc2cccc(Cl)c2)c2ccccc2n1Cc1ccccc1	3	6	-0.7%	-1	66%[activator]	7.6
31	12	8	-1	Cc1ccc(NC(=O)CCN2C(=O)NC3(CCCC3)C2=O)cc1S(=O)(=O)N1CCOCC1	-1	-92*	-0.8%	-6	x	-0.2
30	-7	1	-4	COc1ccc(S(=O)(=O)NC(CC(=O)NCCc2ccc(OC)c(OC)c2)c2ccco2)cc1 (stereo not given)	3	6	1.0%	-6	-2%	0.1

Other records.
No.	TRHR PAM	D1 agonist	D2 potentiator	smiles	RXFP1 antagonist	D1 antagonist	RXFP1 ag	D1 potentiator	Apoferritin bind	TRHR agonist
41	-3	0	-2	CC(=O)N1c2ccc(S(=O)(=O)N3CCCCCC3)cc2CC1C(=O)NCc1ccccc1 (stereo not given)	x	4	0.1%	0	0%	0.7
42	1	4	24	Cc1nccc2[nH]c(=O)c(C(=O)NCCCN(C)C3CCCCC3)cc12	x	18	9.0%	0	9%	0.3
43	20	0	15	O=C(COc1ccc(S(=O)(=O)N2CCOCC2)cc1)NC1CC1	-9	-3	0.3%	-6	6%	0.6
44	5	4	2	CCCCCCn1c(CN2CCN(CCO)CC2)nc2c1c(=O)n(C)c(=O)n2C	3	20	12%	10	-6%	-0.5
45	0	1	1	CCCOCC1CC2(SC(=Nc3ccc(C)cc3)NC2=O)C(=O)O1 (stereo not given)	-7	-11	-1.1%	6	-3%	0.2
